b-catenin transl = modulators of beta-catenin nuclear translocation; nuclear translocation activity, % at 5 µM; HeLa beta-catenin nuclear translocation, immunofluorescence imaging; actives 0.3% (n = 190,000);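 active means nuclear translocation activity above 50% at 5 µM, with a well cell count of 50 or more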;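 further: per-cell ratio of nuclear to cytoplasmic median beta-catenin stain intensity; plate controls were DMSO negative control for no effect and GSK-3 inhibitor IX positive control for full effect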
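Assay system: human HeLa cells, native beta-catenin; doses: 5 µM primary, 0.02–20 µM confirmation; incubation: compound treatment 24 h, 37°C, 5% CO2; technique: fluorescence imaging of beta-catenin antibody stain plus DAPI; measure: % activation, nuclear-to-cytoplasmic median beta-catenin signal ratio per cell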
T cell modulator = T cell immune modulation candidate; 2C CD8+ T cell-vesicle binding, flow cytometry; active compounds read low; calls only at 7 µM; actives 0.068% (n = 330,000); AID 2052;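 active means response, share of CD8 T cells binding vesicles, and their 90th percentile fluorescence all below set limits, cut at about 80% in these data, passing the limit was not always enough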
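Also added: QL9-peptide-loaded Drosophila micro-vesicles bearing Ld, ICAM-1 and B7-1; Test system: purified 2C TCR transgenic mouse naive CD8+ T cells; Measured by: cytometric PE anti-B7-1 and Alexa647 anti-CD8 signals after 1% paraformaldehyde fixation; Timing: binding step 1.5 h, 37 °C, antibody labelling 20 min, ice.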
human PMI inhibition = inhibitors of human PMI, primary screen, biochemical, fluorescence intensity, coupled assay (AID 1209); purified PMI enzyme, coupled fluorescence intensity; higher % means a stronger effect; actives 0.42% (n = 190,000); inhibition, % at 20 µM; hits with a dose series show IC50 in µM;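 further: plate controls were DMSO vehicle for no effect and wells lacking substrate for full effect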
TNAP activators = human TNAP enzyme activators, primary screen, biochemical, luminescent, no phosphate acceptor, uHTS (AID 1001). purified TNAP, luminescent activation assay, no phosphate acceptor; higher activation fold means a stronger effect. one-dose activation fold at 20 µM; EC50 in µM for titrated hits. actives 0.03% (n = 200,000); in the data active means activation fold from about 3, or a potency from the dose series; inactive means the rest, 99 in 100 with activation fold below about 1.6; further: many of its hits are not listed in these tables
PMI inhibition = human PMI inhibitors, high substrate, primary screen, biochemical, fluorescence intensity, high mannose 6-phosphate (AID 1220); recombinant PMI enzyme, coupled fluorescence intensity; higher % means a stronger effect; one-dose inhibition, % at 20 µM; IC50 in µM for titrated hits; actives 0.66% (n = 190,000)
MT stabilize HCS = microtubule stabilizers in HeLa cells; HeLa tubulin immunostaining HCS, 24 h; share of cells brighter than vehicle mean+2SD; % tubulin-high responders, % at 10 µM; actives 0.83% (n = 200,000);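 active means plate Z-score above 3 for both tubulin-high and condensed-nucleus cell shares, with cell loss under 80%, at 10 µM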;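 further: anti alpha tubulin signal scored within the nucleus-defined area of each cell; some results filed as inactive read as strong as hits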
Ins promoter up = MIN6 insulin promoter up-regulation; MIN6 insulin promoter-GFP reporter, high-content imaging; active compounds read high; z-score at 5 µM; actives 0.3% (n = 190,000); AID 1625;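 active means z-score above 3 at 5 µM with at least 500 cells counted in the well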
Hep lipid drop = hepatic lipid droplet formation modulation | AML12 mouse hepatocytes, oleate lipid droplets, BODIPY imaging | inhibition, % at 6.5 µM | actives 0.4% (n = 240,000) | AID 1656;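 active means lipid droplet intensity inhibited by at least 50%, with more than 500 cells counted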
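Technique: fluorescence imaging, 20x objective, two fields per well / Assay system: AML12 hepatocytes (mouse) / Measure: % inhibition of lipid droplet signal / Doses: 6.5 µM single-point dosing / Incubation: overnight exposure / Reagent: 100 µM oleic acid challenge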
Autophagy mod = alters autophagy in cells; MEF GFP-LC3 puncta imaging; test concentration mostly 10 µM; calls only at 10 µM (by protocol); actives 0.98% (n = 190,000);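 active means percentage of spot-positive cells more than 3 SD above its plate mean, without a fluorescence outlier flag or 80% toxicity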;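 further: spot-positive cell cutoff set from DMSO-treated cells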
Ins promoter up cell count = second read-out of Ins promoter up, no call of its own (marks repeat the call); cell count; measured here: cytotoxicity, nuclei count;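 total cells summed across four imaged fields per well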
Hep lipid drop cells 6.5 µM = also measured in Hep lipid drop; calls as there; cell count; measured here: cell count, cytotoxicity flag;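 cells counted across two imaged fields per well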
b-catenin transl cell count 5 µM = also measured in b-catenin transl; calls as there; cell count; measured here: cell count, cytotoxicity flag
T cell modulator vesicle-bound % = second read-out of T cell modulator, no call of its own (marks repeat the call); double positive events, %; measured here: CD8+ vesicle-bound cell fraction;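 binding gate set so that unloaded-vesicle control wells show 10% double positive cells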
MT stabilize HCS Hoechst-high % = recorded beside MT stabilize HCS, whose call it bears; % Hoechst-high responders; measured here: nuclear condensation Hoechst responders;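 share of cells brighter than vehicle mean plus two SD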
MT stabilize HCS cytotoxicity % = second read-out of MT stabilize HCS, no call of its own (marks repeat the call); toxicity, %; measured here: cytotoxicity by cell density;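 0% = mean cell density of plate MIN control wells and 100% = no cells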
Autophagy mod cell loss 18 h = also measured in Autophagy mod; calls as there; toxicity, %; measured here: cell loss, nuclei count;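 cell loss after 18 h compound exposure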
* hit, by the source's call; i = inactive; / = no result given. Unless noted, no stated cut-off is given here; in the data, active means inhibition above about 50%; inactive means the rest.

SMILES	b-catenin transl	b-catenin transl cell count 5 µM	T cell modulator	T cell modulator vesicle-bound %	human PMI inhibition	TNAP activators	PMI inhibition	MT stabilize HCS	MT stabilize HCS Hoechst-high %	MT stabilize HCS cytotoxicity %	Ins promoter up	Ins promoter up cell count	Hep lipid drop	Hep lipid drop cells 6.5 µM	Autophagy mod	Autophagy mod cell loss 18 h
c1ccc(CCn2nnnc2C(c2cccnc2)N2CCN(c3ccccc3)CC2)cc1 (stereo not given)	-0.7	889	i	35	0%	1	-4%	6.9	2.3	7.4	/	/	/	/	i	-4
c1ccc(SCCOCCN2CCc3ccccc3C2)cc1	0.7	526	i	21	-6%	1	1%	1.4	3.2	7.4	-0.09	1274	-41	695	i	-8
CCN(C(=O)COC(=O)c1cc(-c2ccc3cc(OC)ccc3c2)nc2ccccc12)C1CCS(=O)(=O)C1 (stereo not given)	0.6	1132	i	46	10%	1.2	4%	4.3	2.8	3.4	-0.08	1207	1	653	i	-7
Cc1[nH]nc2c1C(c1ccsc1C)C(C#N)=C(N)O2 (stereo not given)	/	/	i	41	9%	1	-4%	1.1	1.5	5.8	-0.56	973	4	790	i	-6
Cc1nc2ccc(F)cc2cc1C(=O)Nc1cccc(Cl)c1C	0.8	880	i	48	12%	1.1	3%	2.8	3.2	2.1	0.18	1262	-44	460	i	-17
O=C(O)c1ccccc1C(=O)OCCCCOC(=O)c1ccccc1C(=O)O	-3.7	982	i	50	-3%	1.1	-5%	2.0	1.4	3.8	-0.52	1201	/	/	i	-9
COc1ccc(CN2C(=O)c3ccccc3C2C(=O)NC2CCCC2)c(OC)c1 (stereo not given)	-0.5	1032	i	24	2%	1.1	0%	2.2	2.9	0.9	0.98	1707	-15	589	i	8
CC(=O)N(/N=C1\Sc2ccccc2C1=O)c1ccc(C)cc1C	0.4	1330	i	45	11%	1	1%	3.0	1.5	7.8	0.08	1424	/	/	i	-2
CCc1ccc(OCc2nc(-c3ccccn3)no2)c(Br)c1	-1.5	1100	i	42	18%	1.1	21%	2.0	0.3	24	1.5	1856	-14	556	i	-2
CN(C)Cc1nc2ccccc2c(=O)n1Cc1nc(-c2cc3ccccc3o2)cs1	-0.3	1441	i	48	-21%	1.1	-23%	1.7	2.5	7.9	-0.74	1211	/	/	i	-5
CC1=CC(C)(C)N(C(=O)c2ccccc2)c2ccccc21	0.6	1126	i	15	11%	1.1	12%	2.6	2.6	7.5	0.98	957	/	/	i	-5
O=C(CCS(=O)(=O)c1ccccc1)Nc1nc(-c2cccs2)cs1	2.3	547	i	34	-7%	1	-3%	4.4	3.3	6.3	0.41	1050	7	749	i	-12
Cn1c(=O)c2c(ncn2CC(=O)Nc2ccc(N3CCOCC3)cc2)n(C)c1=O	-1.4	1207	i	30	11%	1.1	2%	1.7	2.2	9.1	-0.17	1204	12	721	i	-2
CN1C[C@@H]2C(c3ccccc3)C3(c4ccccc4)CC2(C3)[C@H]1c1ccccc1 (stereo not given in full)	-1.4	1124	i	31	/	/	/	/	/	/	-0.68	1051	-21	683	/	/
COc1ccc(C(=O)Nc2ccccc2C(=O)N/N=C/c2ccccc2OC)cc1	4.0	1455	i	22	2%	1.1	4%	2.7	1.8	9.1	0.06	1641	/	/	i	12
Cc1cc(N2CCOCC2)nc2ccc(NC(=S)N3CCCCC3C)cc12 (stereo not given)	1.5	1138	i	58	52%*	1	/	3.8	2.7	12	/	/	-4	737	i	-4
COc1ccccc1CN1C(=O)[C@@H]2C(CC(N)=O)NC3(C(=O)Nc4c3ccc(Cl)c4C)[C@@H]2C1=O (stereo not given in full)	-1.9	1179	i	24	0%	0.9	1%	3.9	3.0	13	0.49	1264	/	/	i	14
COc1cccc(C(=O)O/N=C(\N)c2ccc([N+](=O)[O-])cc2)c1OC	-1.7	1418	i	60	1%	1.1	7%	1.9	1.7	5.8	-0.75	1241	/	/	i	0
CCOc1ccc(N(CC(=O)Nc2ccccc2C(=O)N2CCOCC2)S(=O)(=O)c2ccc(F)cc2)cc1	-3.1	600	i	32	-4%	1.1	2%	2.5	1.7	6.0	-0.64	1338	-14	662	i	11
Cn1cccc1/C=N/NC(=O)CSc1nc2ccccc2[nH]1	-1.0	1140	i	40	/	/	/	/	/	/	0.15	1463	16	698	/	/
N/C(=N\OC(=O)Cc1ccc(-c2ccccc2)cc1)c1cccnc1	/	/	i	15	6%	1.1	1%	2.1	1.4	7.5	/	/	/	/	i	-33
c1ccc(CCc2nc3ccccc3[nH]2)cc1	0.3	1061	i	46	-3%	1.1	-9%	1.4	1.5	5.4	/	/	-4	683	i	3
CCCCn1nc(C(=O)N[C@@H](CCSC)c2nc3ccccc3[nH]2)c2ccccc2c1=O	-3.0	1244	i	40	11%	1.1	2%	1.7	0.8	5.1	-1	1188	1	804	i	25
Cc1noc(C)c1COc1ccc(C(=O)OCC(=O)NC(=O)C2COc3ccccc3O2)cc1 (stereo not given)	-6.9	1049	/	/	-2%	1.2	2%	2.2	1.7	6.7	-0.16	1280	/	/	i	-10
O=C(/C=C/c1ccccc1)C1=C(O)C(=O)N(CCO)C1c1ccc2c(c1)OCO2 (stereo not given)	0.8	1094	i	51	16%	1	12%	3.0	2.6	11	-0.26	1459	7	699	i	-1

Look-ups from the list.
Result for COc1ccccc1CN1C(=O)[C@@H]2C(CC(N)=O)NC3(C(=O)Nc4c3ccc(Cl)c4C)[C@@H]2C1=O (stereo not given in full) under T cell modulator vesicle-bound %: 24
Result for CCN(C(=O)COC(=O)c1cc(-c2ccc3cc(OC)ccc3c2)nc2ccccc12)C1CCS(=O)(=O)C1 (stereo not given) under T cell modulator vesicle-bound %: 46
Result for Cc1[nH]nc2c1C(c1ccsc1C)C(C#N)=C(N)O2 (stereo not given) under Hep lipid drop cells 6.5 µM: 790

(further entries)
SMILES	b-catenin transl	b-catenin transl cell count 5 µM	T cell modulator	T cell modulator vesicle-bound %	human PMI inhibition	TNAP activators	PMI inhibition	MT stabilize HCS	MT stabilize HCS Hoechst-high %	MT stabilize HCS cytotoxicity %	Ins promoter up	Ins promoter up cell count	Hep lipid drop	Hep lipid drop cells 6.5 µM	Autophagy mod	Autophagy mod cell loss 18 h
CCOC(=O)c1ccc(NC(=S)N(CCCN2CCN(C)CC2)Cc2cccs2)cc1	1.3	1054	i	48	-9%	1.1	-9%	5.1	2.4	9.8	-0.97	1344	1	709	i	20
Cc1ccc(SCCC(=O)Nc2ccccc2C(=O)NC2CCCCC2)cc1	0.6	933	i	35	8%	1.2	-3%	2.3	1.6	3.3	/	/	19	690	i	33
Cc1cccc(C(=O)O/N=C(\c2ccccc2)c2cccnc2)c1	0.0	908	i	42	22%	1.1	11%	8.0	2.2	9.6	/	/	6	653	i	9
CS(=O)(=O)N1CCC(NC(=O)Cc2ccccc2)CC1	-0.1	997	i	46	10%	1.1	8%	3.4	3.8	9.4	/	/	-6	740	i	-10
Clc1nc2ccccc2cc1/C=N/Nc1nc2ccccc2[nH]1	-1.0	889	i	54	1%	1.1	-8%	4.2	1.9	0.2	-1.2	1270	12	687	i	3
C/C(N)=C(/C#N)C(=O)COC(=O)c1cc(C)n(-c2ccc(F)cc2)c1C	-0.9	944	i	48	13%	1.1	6%	26	41	97	-1	1560	-7	666	i	8
CC(CCOC1=NS(=O)(=O)c2ccccc21)NC(=O)C(=O)Nc1ccccc1 (stereo not given)	0.4	1377	i	37	/	/	/	/	/	/	1.3	1030	10	658	/	/
Cc1ccc(NC(=O)CSCC#N)cc1Cl	-2.7	569	i	54	0%	1.1	8%	2.7	3.1	7.7	-0.07	1362	13	607	i	2
COc1cccc(NC(=O)c2sc(NC(=O)c3ccncc3)nc2C)c1	-0.3	1357	i	58	/	/	/	/	/	/	0.11	993	-27	697	/	/
CC(=O)/C(C=Nc1noc(C)c1Br)=C(\C)O	0.5	1314	i	58	/	/	/	/	/	/	2	1193	-12	713	/	/
CCC(=O)NC(=S)Nc1ccc(NC(=O)COc2ccccc2)cc1	3.6	1080	i	46	10%	1.1	4%	1.8	3.5	8.2	-0.38	1250	6	676	i	5
CC(C)(C)OC(=O)N1CCC[C@H]1c1nnc(SCc2ccc(Cl)cc2Cl)o1	3.4	1204	i	39	11%	1	13%	2.0	0.9	6.6	-0.85	1313	0	726	i	1
Cn1c(=O)c2c(ncn2CC(=O)N(Cc2ccccc2)c2ccccn2)n(C)c1=O	-3.1	1164	i	50	6%	1.1	2%	1.0	1.0	5.8	0.21	1266	-2	750	i	5
CCCn1c(NC(=O)c2ccccc2Br)nc2ccccc21	8.7	986	i	19	-7%	1.3	-16%	1.4	2.6	3.4	-0.05	1347	-16	680	i	13
C=CCOn1c(=O)c(C)[n+]([O-])c2ccccc21	-1.6	1139	i	32	-4%	1.1	-6%	4.1	1.5	12	-0.1	746	5	765	i	2
CC(C)c1ccc(NC(=O)c2n[nH]c(=O)c3ccccc23)cc1	-0.2	1121	/	/	-9%	1.2	-5%	7.7	1.9	2.2	0.04	1278	4	691	i	-1
COc1ccccc1NC(=O)C(=O)NCc1ccccc1Cl	-3.7	501	i	29	-5%	1	-6%	1.6	1.7	5.1	0.11	1451	1	676	i	13
CC(C)(C)c1cc2nc(N)nc(N)n2n1	0.4	1305	i	17	/	/	/	/	/	/	0.11	1150	37	695	/	/
O=C(Nc1cc(Cl)cc(Cl)c1)C(NCCO)c1ccccc1 (stereo not given)	-0.8	1346	i	28	11%	1.1	-5%	2.9	2.1	8.1	0.23	1670	/	/	i	10
Nc1cc(=O)[nH]c(=O)n1CC1CC1	/	/	i	29	0%	1.1	12%	2.9	2.0	1.9	-0.02	1127	-4	729	i	2

Source: PubChem
